# UGM FP inh – inhibitors of M. tuberculosis UDP-galactopyranose mutase. P9WIQ1. purified UGM, fluorescence polarization probe displacement. inhibition, % at 10 µM. actives 0.06% (n = 320,000); in the data active = inhibition above about 10%, passing the limit was not always enough
# BioA inh – inhibitors of Mycobacterium tuberculosis BioA enzyme; actives 0.096% (n = 360,000); AID 602481; inhibition, % at 9.99 µM; purified M. tuberculosis BioA enzyme, plate reader; in the data active = inhibition above about 40%
# BH1578 lux ind – induces V. cholerae light production without autoinducers; actives 0.16% (n = 350,000); V. cholerae BH1578 lux reporter, luminescence, 6 h; activation, % at 18.7 µM; AID 588436; in the data active = activation mostly above about 9.7%, no sharp cut-off; also: not every result past the cut was called active; inactives centre near 0; reference of the scale not given here
# Rv3671c inh – Rv3671c (M. tuberculosis) protease inhibition; inhibition, % at 5.96 µM; actives 0.048% (n = 320,000); AID 2606; in the data active = inhibition above about 38%;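 also: extracellular domain of Rv3671c used as enzyme; 0% = enzyme with DMSO and 100% = no enzyme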
# Target sequence (P9WHR9 whole entry, looked up, the tested form may be a part): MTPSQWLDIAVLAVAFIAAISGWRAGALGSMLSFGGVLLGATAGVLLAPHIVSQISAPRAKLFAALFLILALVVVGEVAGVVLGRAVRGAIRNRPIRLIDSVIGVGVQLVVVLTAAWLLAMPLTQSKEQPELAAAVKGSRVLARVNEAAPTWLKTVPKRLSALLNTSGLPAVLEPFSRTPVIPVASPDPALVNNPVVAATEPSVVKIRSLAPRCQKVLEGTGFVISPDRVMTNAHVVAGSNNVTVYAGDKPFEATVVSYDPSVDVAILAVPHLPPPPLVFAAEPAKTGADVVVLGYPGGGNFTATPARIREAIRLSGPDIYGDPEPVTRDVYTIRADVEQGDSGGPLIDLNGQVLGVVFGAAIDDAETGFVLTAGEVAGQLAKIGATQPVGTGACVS
# MazEF act – increases E. coli MazEF RNase cleavage of RNA; P0AE70; FAM/BHQ RNA-DNA oligo cleavage fluorescence, 5 h; activation, % at 20 µM; actives 0.32% (n = 350,000); AID 504720; in the data active = activation above about 50%
# Target sequence (P0AE70 whole entry, looked up): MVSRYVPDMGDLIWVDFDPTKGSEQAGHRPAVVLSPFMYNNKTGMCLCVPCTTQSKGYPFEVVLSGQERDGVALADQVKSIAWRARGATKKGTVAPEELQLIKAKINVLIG
# 3CLpro inhibitor – SARS-CoV 3CLpro protease inhibition; recombinant SARS-CoV 3CLpro, quenched FRET peptide cleavage; actives 0.14% (n = 290,000); inhibition, % at 6 µM; P0C6X7; in the data active = inhibition above about 12%
# FBA Mtb inh – Mtb fructose-bisphosphate aldolase inhibition; actives 2.3% (n = 360,000); P9WQA3; inhibition, % at 1 µM; purified M. tuberculosis FBA, fluorescence read-out; in the data active = inhibition above about 27%;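 also: 0% = vehicle and 100% = reference inhibitor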
# Target sequence (P9WQA3 whole entry, looked up): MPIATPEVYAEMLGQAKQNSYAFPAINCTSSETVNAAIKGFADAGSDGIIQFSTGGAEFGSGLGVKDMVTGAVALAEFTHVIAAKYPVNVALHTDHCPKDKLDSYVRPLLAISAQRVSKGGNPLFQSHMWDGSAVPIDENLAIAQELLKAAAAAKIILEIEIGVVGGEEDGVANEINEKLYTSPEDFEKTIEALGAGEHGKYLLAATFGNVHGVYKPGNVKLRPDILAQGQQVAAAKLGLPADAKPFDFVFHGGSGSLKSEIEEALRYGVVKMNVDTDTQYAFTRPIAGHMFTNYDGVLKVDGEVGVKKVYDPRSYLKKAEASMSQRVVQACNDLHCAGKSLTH
# DUSP3 inh – DUSP3 (human) phosphatase inhibition. AID 1654. recombinant VHR phosphatase, pNPP absorbance. actives 0.52% (n = 290,000). inhibition, % at 13.3 µM. P51452; in the data active = inhibition above about 50%; also: some compounds called inactive have numbers as strong as hits
# Target sequence (P51452 whole entry, looked up): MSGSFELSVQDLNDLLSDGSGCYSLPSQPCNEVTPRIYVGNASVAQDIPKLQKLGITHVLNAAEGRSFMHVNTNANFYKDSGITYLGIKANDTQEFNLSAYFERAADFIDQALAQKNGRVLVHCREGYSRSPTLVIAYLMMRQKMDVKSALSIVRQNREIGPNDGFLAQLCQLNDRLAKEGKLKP
# GDH-TPI counter – inhibits GDH-TPI coupling enzymes, artifact for Mtb FBA screen; GDH-TPI coupled enzyme counterscreen, NADH absorbance; inhibition, % at 4.8 µM; actives 1.2% (n = 360,000); in the data active = inhibition above about 30%;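 also: 0% = DMSO wells and 100% = wells lacking the enzyme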
# PriA SSB inh – K. pneumoniae PriA-SSBct interaction inhibition; AlphaScreen SSBct-PriA binding, biotinylated peptide; inhibition, % at 33 µM; actives 0.6% (n = 430,000); AID 1272365; in the data active = inhibition mostly above about 37%, no sharp cut-off; inactive = mostly below about 20%;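 also: plate controls were negative control peptide for no effect and reference peptide for full effect; strong numbers were not always called active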
# Starred values were filed as active, the others as inactive; i = inactive; nt = not tested or not shown; & = joins results of further samples. An excerpt (hit frequency here may not be typical).
SMILES,UGM FP inh,BioA inh,BH1578 lux ind,Rv3671c inh,MazEF act,3CLpro inhibitor,FBA Mtb inh,DUSP3 inh,GDH-TPI counter,PriA SSB inh
COc1cc(C(C)=O)ccc1OCC(O)CN1CCN(c2ccc(C)cc2C)CC1 (centres undefined),-0.5,0.8,i,-9,-1,-7,-1,4,5,-16
O=c1c2ccccc2oc2nc(-c3ccco3)n(Cc3ccccc3)c(=O)c12,1.3,-1.7,i,0,-18,-1,2,0,18,-8
O=C(NCCS(=O)(=O)N1CCN(c2ccccc2F)CC1)c1cc(=O)c2ccccc2o1,-2.3,-1.9,i,4,2,-2,-4,11,-3,-2
Cc1cccn2c(=O)c3cc(C(=O)NCCN4CCOCC4)c(=N)n(Cc4cccnc4)c3nc12,0.0,8.9,nt,-2,-5,-5,131*,-7,11,-3
CCC(=O)N1CCc2cc(S(=O)(=O)CCC(=O)Nc3ccc(OC)c(OC)c3)ccc21,0.1,nt,i,1,2,-4,1,-7,-2,-15
CCOC(=O)COc1nc(OC)nc(N2CCOCC2)n1,3.4,-0.5,nt,-14,2,-1,2,-1,3,-5
CCOC(=O)Cc1c(C)[nH]n(-c2ccccc2)c1=O,-0.1,-1.2,i,1,7,-2,7,27,9,-10
CCOc1ncccc1C(=O)NCC(c1ccco1)N1CCCCC1 (centres undefined),-2.4,2.9,1.1,3,-1,nt,8,nt,8,1
COc1cc(/C=C(\NC(=O)c2ccccc2)C(=O)NCC(=O)O)c([N+](=O)[O-])cc1OC,1.8,nt,i,4,-3,1,-2,5,3,7
CC1CCN(C(=O)Cn2nnc(-c3cccs3)n2)CC1,-1.2,2.2,i,6,5,2,2,16,-4,-20
CN(C)C1(CNC(=O)CC(NC(=O)c2ccccc2Cl)c2ccccc2)CCCCC1 (centres undefined),-1.5,-1.1,-0.6,2,12,-4,1,16,-9,-4
COc1ccc(/C=C2/SC(=S)N(CC(=O)O)C2=O)cc1OCc1ccc(Cl)cc1,-0.7,5.7,i,2,0,2,-2,-24,21,4
O=C(NCC1COc2ccccc2O1)C1CCC(CNc2c(N3CCCCC3)c(=O)c2=O)CC1 (centres undefined),2.0,-0.1,-0.2,1,10,nt,-4,-21,1,-11
CN1CCC(=NNC(=O)CSCc2ccccc2)CC1,-0.1,nt,-0.3,6,-3,-1,0,31,16,-2
O=C(CSc1nnc(-c2ccncc2)n1CC1CCCO1)NCc1ccccc1 (centres undefined),0.4,-0.4,2.9,-1,-3,3,-1,31,2,-5
Cc1ccc(S(=O)(=O)n2[nH]c(=O)cc2N)cc1,-0.2,-1.8,i,-6,-11,-6,6,0,14,nt
CN(C[C@H](Cc1ccccc1)N(C[C@H](Cc1cccc2ccccc12)N(CCc1ccccc1)N=O)N=O)N=O,1.1,-0.2,-0.3,-6,-9,nt,0,-20,3,-2
O=C(CC1CCCC1)Nc1nnc(C2CC2)s1,-1.2,-0.2,5.9,-6,7,2,7,8,-6,-4
COc1ccccc1C(=O)O/N=C(\N)c1ccccn1,-0.8,nt,0.1,-5,4,2,0,8,-9,i
Cc1ccc(Cn2nc(C)c(NC(=O)c3cc(-c4ccco4)on3)c2C)cc1,3.0,nt,-0.5,2,-1,-4,-1,45,-1,16
O=C(c1cccc(S(=O)(=O)N2CCOCC2)c1)N1CCCC1,0.3,0.8,i,11,1,-1,-1,21,11,-12
O=C(NCCN1CCCC(O)C1)c1cc(COc2ccc(F)cc2Cl)on1 (centres undefined),0.4,nt,-0.7,3,8,3,0,13,4,-4
CCOC(=O)C1(C)CCN1C(=O)c1ccc2c(c1)CCO2 (centres undefined),nt,-0.9,-0.7,nt,nt,nt,-1,nt,-4,nt
CC(C)CN(C(=O)c1ccc2c(c1)OCO2)C1CCS(=O)(=O)C1 (centres undefined),-0.1,nt,2.0,6,5,nt,-1,nt,0,-1
Cc1ccccc1Oc1nc2c(C)cccn2c(=O)c1/C=C(\C#N)C(=O)NC1CCS(=O)(=O)C1 (centres undefined),-0.1,0.8,-0.7,3,4,9,34*,10,10,-3
CCOCCCNC(=O)C(c1ccc(C)cc1)N(Cc1ccc2c(c1)OCO2)C(=O)c1cnccn1 (centres undefined),-2.4,1.2,i,6,5,3,-11,26,-2,-18
CCOC(=O)C(CC)Sc1nnc2n1C(C)(C)Cc1ccccc1-2 (centres undefined),-0.3,3.7,-0.2,8,3,4,-1,19,12,-2
O=c1[nH]c2ccc(NCc3ccc(OCc4ccccc4Cl)cc3)cc2[nH]1,-1.7,-1.1,i,nt,-18,7,2,27,1,9
N#Cc1c(-c2ccc(Cl)cc2)c2c([nH]c1=O)-c1ccccc1OC2,1.1,0.0,-0.7,-11,-3,-2,184*,19,21,2
CC(C)C(OC(=O)c1ccco1)C(=O)NCc1cccs1 (centres undefined),-0.2,0.1,-2.1,-5,10,-7,0,2,5,-15
CCOc1ccccc1NC(=O)c1nnn(-c2ccc3c(c2)OCCO3)c1N,4.3,0.5,0.1,-15,-13,1,-1,-3,4,-14
COc1ccc2nc(NC(=O)CNS(=O)(=O)c3cccs3)sc2c1,0.7,0.2,1.0,-6,7,2,3,11,8,2
O=c1c(Cc2ccc(F)cc2)c(O)ccn1CCCn1ccnc1,-1.0,nt,i,-2,7,0,-7,5,-6,-12
O=C(CCCN1C(=O)/C(=C/c2ccc(F)cc2)SC1=S)NCCCn1ccnc1,-1.8,0.4,-0.1,-22,5,3,-5,-22,2,15
CCOc1ccc(/C=N/NC(=O)C(OC)c2ccccc2)cc1 (centres undefined),-1.1,2.4,i,-3,6,0,0,23,-3,nt
COc1ccc(C(=O)N2CCCC(CO)(Cc3ccccc3C)C2)o1 (centres undefined),-2.3,-0.5,-0.8,-1,-3,0,1,13,8,-2
COc1ccc(OC)c2c1C(=O)c1ccccc1C2=O,4.1,nt,nt,25,-90,0,nt,5,nt,7
CSc1ncccc1C(=O)Nc1ccccc1N1CCOCC1,-2.0,0.0,i,2,4,nt,0,nt,-6,-2
CC(=O)N(CN1C(=O)C2C3C=CC(C3)C2C1=O)c1cccc(Cl)c1 (centres undefined),-1.6,nt,-0.4,0,-1,3,0,-3,-8,-9
COc1ccc(-c2csc(NC(CO)c3nc4ccccc4n3CCOCCO)n2)cc1 (centres undefined),1.2,0.5,-0.6,-6,5,nt,2,nt,10,7
CC(=O)Nc1ccc(C(=O)OCc2ccc(F)cc2Cl)cc1,-1.0,nt,i,-5,7,0,1,5,0,-20
O=C(CN1C(=O)NC2(CCCC2)C1=O)N1CCN(S(=O)(=O)c2ccccc2Br)CC1,2.2,0.7,3.4,-4,-5,3,3,37,-8,-8
Cc1ccc2nc(NC(=O)Cn3cc4c(n3)CCCCC4)sc2c1,-5.8,1.2,nt,-4,-1,0,-1,15,4,-13
CCn1cc(/C=C(\NC(=O)c2ccccc2)C(=O)NCCCn2ccnc2)c2ccccc21,nt,0.1,0.0,nt,9,nt,0,nt,45*,nt
O=c1[nH]c(C(F)(F)C(F)(F)C(F)(F)F)no1,nt,-3.5,-4.3,nt,8,nt,-2,nt,1,2
COc1ccccc1CCc1nnc(CCC(=O)NC(C)Cn2nc(C)cc2C)o1 (centres undefined),-1.8,1.6,-0.5,7,4,6,3,4,0,3
O=C(Cn1cnc2ccccc21)N/N=C/c1cccnc1,0.2,nt,i,-1,-11,5,2,12,-2,nt
C[C@]12CCC(=O)CC1CCC1C2CC[C@]2(C)C(OC(=O)CCC(=O)O)CCC12 (some centres undefined),1.3,-0.9,-5.6,0,7,-1,1,2,-4,-10
CC1Cc2ccccc2N1C(=O)CN1CCN(S(=O)(=O)c2cccs2)CC1 (centres undefined),-0.9,1.8,i,-13,-9,nt,2,nt,8,-2
Cc1nn(C)cc1S(=O)(=O)N1CCCC(C(=O)O)C1 (centres undefined),1.2,-0.5,i,6,4,4,0,-6,-3,-3
COc1ccc(OCC(=O)Nc2ccc(N3CCN(Cc4ccccc4F)CC3)cc2)cc1,-0.4,-0.8,-0.8,-2,-10,-1,1,14,18,-6
O=C(CSc1ccc2nnc(CCNS(=O)(=O)c3ccccc3)n2n1)Nc1nc2ccccc2s1,0.5,nt,-0.3,-9,4,-1,1,0,-1,-11&-3
Cc1ccccc1N1CCN(C2=NC(=O)/C(=C/c3cn[nH]c3-c3ccccc3)S2)CC1,-0.3,nt,-0.3,0,-19,-1,2,-8,8,4
CCN1CCN(C(=O)c2ccccc2NS(=O)(=O)c2ccc(Cl)cc2)CC1,0.3,nt,-0.1,-1,7,5,-1,22,0,-9
CCN(CC)c1ccc(C(=O)Nn2cnc3ccccc3c2=O)cc1,1.7,0.9,-0.3,10,0,-5,-1,15,22,-8
Cc1ccc([N+](=O)[O-])cc1NC(=O)C(Sc1ccccc1)c1ccccc1 (centres undefined),0.7,nt,-0.2,-2,13,2,-4,7,5,-10
CCN1CCN(c2cc(C)c3cc(NC(=O)CCC(=O)N4CCN(c5ccccc5)CC4)ccc3n2)CC1,-1.7,-0.6,-0.3,9,5,-3,25,38,5,6
CCOC(=O)CCCCC1C(CCCC(=O)OCC)C=NN1C (centres undefined),nt,-1.9,i,nt,-18,nt,6,nt,-4,-19
COc1ccc(N=C2S/C(=C\c3ccc(OCC(=O)O)cc3)C(=O)N2CCc2c[nH]c3ccccc23)cc1,nt,nt,-1.1,nt,-8,2,4,nt,24,51*
CN(C)S(=O)(=O)c1ccc(C(=O)Nc2cc(S(=O)(=O)Nc3ccccc3Cl)ccc2N2CCCCC2)cc1,-1.7,-0.5,-0.2,-15,2,6,1,14,12,-7

# (further entries)
SMILES,UGM FP inh,BioA inh,BH1578 lux ind,Rv3671c inh,MazEF act,3CLpro inhibitor,FBA Mtb inh,DUSP3 inh,GDH-TPI counter,PriA SSB inh
Cc1noc(C(=O)N(C)c2ccccc2)c1Cl,-1.8,-0.9,i,7,9,-4,-6,-3,1,-15
O=S(=O)(Nc1ccc2ccccc2c1)c1ccccc1,2.5,nt,-0.2,-1,1,5,-1,-15,11,-7
Cc1cc(=O)c2c(o1)C(=O)c1occc1C2=O,nt,nt,0.0,nt,6,nt,-5,nt,11,5
CCCCOc1cccc(C(=O)Nc2ccccc2N2CCCC2)c1,1.2,0.1,i,3,-1,3,1,-5,7,-4
CC1(C)CC(NS(=O)(=O)c2ccc3ccccc3c2)CC(C)(C)N1,-0.1,0.9,-0.9,-2,-5,-8,1,22,11,-12
CCC(C)n1c(SCC(=O)NC2CCS(=O)(=O)C2)nc2ccccc2c1=O (centres undefined),0.9,-0.2,i,3,-7,nt,0,nt,-3,-5
O=C(N/N=C/c1ccc[nH]1)c1ccc(Cl)cc1,-1.2,-0.5,1.1,5,3,3,-1,9,39*,nt
COc1ccc(N2C(=O)N[C@@H](Cc3ccccc3)C2=O)cc1OC,-2.9,-0.6,1.9,1,5,0,1,-29,3,-6
CCN(CC(=O)NCc1cccs1)S(=O)(=O)c1ccccc1Cl,4.3,-0.3,-1.4,-5,1,nt,-3,nt,4,3

# Of the compounds above, 6 have an aryl thioether with sulfur outside any ring:
SMILES,UGM FP inh,BioA inh,BH1578 lux ind,Rv3671c inh,MazEF act,3CLpro inhibitor,FBA Mtb inh,DUSP3 inh,GDH-TPI counter,PriA SSB inh
O=C(CSc1nnc(-c2ccncc2)n1CC1CCCO1)NCc1ccccc1 (centres undefined),0.4,-0.4,2.9,-1,-3,3,-1,31,2,-5
CCOC(=O)C(CC)Sc1nnc2n1C(C)(C)Cc1ccccc1-2 (centres undefined),-0.3,3.7,-0.2,8,3,4,-1,19,12,-2
CSc1ncccc1C(=O)Nc1ccccc1N1CCOCC1,-2.0,0.0,i,2,4,nt,0,nt,-6,-2
O=C(CSc1ccc2nnc(CCNS(=O)(=O)c3ccccc3)n2n1)Nc1nc2ccccc2s1,0.5,nt,-0.3,-9,4,-1,1,0,-1,-11&-3
Cc1ccc([N+](=O)[O-])cc1NC(=O)C(Sc1ccccc1)c1ccccc1 (centres undefined),0.7,nt,-0.2,-2,13,2,-4,7,5,-10
CCC(C)n1c(SCC(=O)NC2CCS(=O)(=O)C2)nc2ccccc2c1=O (centres undefined),0.9,-0.2,i,3,-7,nt,0,nt,-3,-5
